High-throughput results as filed in PubChem.
RGS7-Gao reg = human RGS7-Galphao interaction regulation; P09471; Multiplexed bead flow cytometry, RGS7-Galphao binding; actives lie on both sides; binding response (% of control), % at 10 µM; 0.35% of 220,000 active; in the data active means binding response below about 49% or above about 150%; inconclusive means no clear call, values can overlap the other calls; inactive means in between;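 further: fluorescent Galphao held in activated GDP-AlF4 state binding bead-coupled RGS7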
Target sequence (P09471 whole entry, looked up): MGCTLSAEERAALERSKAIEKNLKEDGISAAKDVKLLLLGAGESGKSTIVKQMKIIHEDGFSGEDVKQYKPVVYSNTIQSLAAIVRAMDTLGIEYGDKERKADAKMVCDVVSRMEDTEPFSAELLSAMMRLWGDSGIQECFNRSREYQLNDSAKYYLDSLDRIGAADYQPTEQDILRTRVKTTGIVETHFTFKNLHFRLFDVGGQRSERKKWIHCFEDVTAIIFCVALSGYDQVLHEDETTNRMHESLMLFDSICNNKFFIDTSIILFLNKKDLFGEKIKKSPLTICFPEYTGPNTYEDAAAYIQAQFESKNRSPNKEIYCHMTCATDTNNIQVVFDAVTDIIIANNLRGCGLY
RGS8-Gao reg = human RGS8-Galphao interaction regulation; 0.34% of 220,000 active; multiplexed bead flow cytometry, RGS8-Galphao binding; actives lie on both sides; response (percent of control binding), % at 10 µM; AID 1423; P09471; in the data active means response below about 60% or above about 140%; inactive means in between;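 further: Galphao activated as the GDP aluminium fluoride complex binding bead-coupled RGS8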
Mcl1-Noxa inh = disrupts binding of human Mcl-1 to Noxa peptide | TR-FRET Mcl-1/Noxa peptide binding, 2 h | inhibition, % at 21.7 µM | Q07820 | 1.5% of 220,000 active | AID 1022;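 active means compounds that cut the protein-peptide binding signal by more than 50% relative to plate controls in a single-dose test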;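 further: His-tagged Mcl-1 with rhodamine Noxa BH3 peptide and terbium anti-His antibody; 0% = Mcl-1 plus Noxa peptide wells and 100% = peptide-only wells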
Target sequence (Q07820 whole entry, looked up): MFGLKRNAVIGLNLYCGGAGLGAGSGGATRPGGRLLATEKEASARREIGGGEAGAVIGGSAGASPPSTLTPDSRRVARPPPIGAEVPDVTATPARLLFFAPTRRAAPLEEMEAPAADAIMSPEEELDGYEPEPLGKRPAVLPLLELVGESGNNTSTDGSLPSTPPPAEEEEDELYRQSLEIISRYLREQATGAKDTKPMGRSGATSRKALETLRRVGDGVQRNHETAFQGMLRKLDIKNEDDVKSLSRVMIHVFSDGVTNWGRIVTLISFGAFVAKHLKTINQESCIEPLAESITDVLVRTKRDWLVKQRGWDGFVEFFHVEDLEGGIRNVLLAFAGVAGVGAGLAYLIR
RGS4-Gao reg = human RGS4-Galphao interaction regulation | 0.33% of 220,000 active | P09471 | binding response (% of control), % at 10 µM | Multiplexed bead flow cytometry, RGS4-Galphao binding; actives lie on both sides; in the data active means binding response below about 49% or above about 150%; inactive means in between;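 further: fluorescent Galphao activated with aluminum fluoride binding bead-coupled RGS4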
Pf gametocyte = inhibitors of late stage P. falciparum gametocyte viability. AID 743093. 0.065% of 150,000 active. inhibition, % at 10.9 µM. P. falciparum stage V gametocytes, ATP luminescence, 24 h;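 active means inhibition above the mean plus 3 SD of compounds within the control limits, set per campaign, cut at about 38% in these data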;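 further: 0% = DMSO wells and 100% = medium only without gametocytes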
Avidin fluor = compound fluoresces at 488/530 nm on avidin beads; compound fluorescence 488/530 nm, flow cytometry; active compounds read high; fluorescence (KMESF) at 10 µM; 0.38% of 220,000 active; AID 1775; in the data active means fluorescence above about 47; further: inactives centre near 10
GSH bead fluor = compound fluoresces at 488/530 nm on GSH beads | GSH beads flow cytometry, compound fluorescence 488/530 nm; active compounds read high | fluorescence (KMESF) at 10 µM | AID 1776 | 0.25% of 190,000 active; in the data active means fluorescence above about 89;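 further: glutathione beads carrying GST-tagged Bcl family fusion proteins plus one bare bead set; values are compound well signal with DMSO vehicle wells as background; inactives centre near 16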
Mcl1-Bid inh = Mcl-1/Bid interaction inhibition; TR-FRET Mcl-1/Bid-Dy647 peptide binding, 1536-well; inhibition, % at 21.7 µM; 0.97% of 220,000 active; AID 1021;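 active means compounds that cut the binding signal by more than half at the single screening dose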;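 further: His-tagged Mcl-1 with europium anti-His antibody binding Bid BH3 peptide; 0% = Mcl-1 plus peptide wells and 100% = peptide-only wells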
Mcl-1 Bim block = human Bim-Mcl-1 interaction inhibition | Bead-based flow cytometry, Bim peptide-Mcl-1 binding | inhibition, % at 10 µM | 0.1% of 190,000 active | AID 1009; in the data active means inhibition above about 40%;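 further: 0% = no compound tracer wells and 100% = peptide blocker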
ABCG2 inh = blocks JC-1 efflux by human ABCG2 transporter | IgMXP3 cells, flow cytometry | inhibition, % at 6.6 µM | 0.1% of 190,000 active;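 active means inhibition above 80%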;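 further: 0% = DMSO and 100% = nicardipine control wells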
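test system = two drug-resistant human cell lines, ABCG2 and ABCB1 | amount = 3 million cells/mL final, two lines in 1:1 ratio | reagent = JC-1 transporter substrate | doses = one concentration, 6.6 µM final | incubation = 10 min at 25 °C | signal = flow cytometric JC-1 green MFI at 530 nm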
ABCB1 block = blocks JC-1 efflux by human ABCB1 transporter | AID 1326 | 0.067% of 190,000 active | CCRF-Adr cells, flow cytometry | P08183 | inhibition, % at 6.6 µM; in the data active means inhibition above about 40%;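 further: 0% = vehicle and 100% = reference inhibitor; higher value means more JC-1 retained so stronger ABCB1 efflux block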
* marks the source's active call; other numbers are inactive results; ? = inconclusive; · = not tested or not shown.

item	canonical_smiles	RGS7-Gao reg	RGS8-Gao reg	Mcl1-Noxa inh	RGS4-Gao reg	Pf gametocyte	Avidin fluor
1	COC(=O)c1ccccc1S(=O)(=O)N1CCn2cccc2C1C (stereo not given)	103	99	22	99	-2	12
2	Oc1c(C(c2ccccc2)N2CCN(Cc3ccccc3)CC2)sc2ncnn12 (stereo not given)	94	99	-14	101	·	8
3	COC(=O)c1ccc(NC(=O)Nc2ccc3c(c2)nc(C)n3C)cc1	106	109	8	104	8	11
4	Cc1cc2nc(CSc3ccccc3)cc(=O)n2[nH]1	?	107	-24	113	8	9
5	O=C(Oc1ccc(-n2cnnn2)cc1)c1ccccc1	99	98	12	98	9	9
6	c1ccc(Cn2nnnc2C(c2cccs2)N2CCSCC2)cc1 (stereo not given)	103	103	7	104	·	28
7	CNC(=O)NC(=O)C(C)N1CCN(C/C=C/c2ccccc2)CC1 (stereo not given)	?	99	9	102	-23	15
8	CCOC(=O)NC(Nc1cc(C)on1)(C(F)(F)F)C(F)(F)F	97	87	0	95	-4	7
9	COC(=O)c1cn(-c2ccccc2)nc1-c1cccnc1	80	94	-22	81	-2	11
10	Oc1ccc(Nc2nc(Cl)nc(NCc3ccco3)n2)cc1	99	83	19	95	-27	1

item	GSH bead fluor	Mcl1-Bid inh	Mcl-1 Bim block	ABCG2 inh	ABCB1 block
1	19	69*	6	2	0.7
2	19	-26	-3	-4	-3.1
3	10	-20	1	-2	-0.8
4	16	-64	-2	3	0.3
5	9	-21	-1	3	0.8
6	23	-13	-8	13	1.3
7	12	-41	0	4	0.9
8	6	-42	0	0	0.0
9	13	-25	5	3	0.5
10	5	-32	0	1	-0.2

The list goes on.
item	canonical_smiles	RGS7-Gao reg	RGS8-Gao reg	Mcl1-Noxa inh	RGS4-Gao reg	Pf gametocyte	Avidin fluor
11	O=S(=O)(c1ccccc1)c1cnc(-c2ccccc2)nc1N1CCCC1	97	99	16	99	·	8
12	COc1ccc(S(=O)(=O)N2CCOCC2)cc1NC(=O)COC(=O)C1COc2ccccc2O1 (stereo not given)	99	90	12	99	18	8
13	O=C(Nc1ccccc1NS(=O)(=O)c1ccc(F)cc1)C1CCC1	?	101	3	98	-5	10
14	O=C(Nc1ccccc1C(=O)O)c1cncc(Br)c1	93	96	25	89	1	8
15	Brc1ccccc1-n1nnc(-c2ccnc3ccccc23)n1	100	98	-2	101	15	8
16	CSCC[C@H](NC(=O)OC(C)(C)C)C(=O)N1CCC(C(=O)N[C@H](C(=O)O)C(C)C)CC1	89	101	4	93	-9	15
17	O=C(CSCc1cnn(-c2ccccc2)c1-n1cccc1)NCc1cccs1	98	102	2	103	·	7
18	COC(=O)Cc1ccc(NC(=S)NCCO)cc1	?	102	-7	99	-35	3
19	O=C(c1cccs1)n1nc(-c2ccco2)nc1SCc1ccccc1	100	97	4	99	4	11
20	O=C(O)CCC(=O)Nc1ccc2c(c1)oc1ccccc12	108	102	9	103	·	30

item	GSH bead fluor	Mcl1-Bid inh	Mcl-1 Bim block	ABCG2 inh	ABCB1 block
11	20	-13	-6	3	0.9
12	10	-16	-5	17	0.3
13	16	-27	-3	0	0.9
14	4	-9	2	0	-0.2
15	20	5	-4	6	0.8
16	24	-34	-1	2	0.1
17	53	-4	1	7	2.1
18	·	-85	·	·	·
19	7	-6	0	1	0.0
20	24	-12	0	1	0.1

The listing continues:
item	canonical_smiles	RGS7-Gao reg	RGS8-Gao reg	Mcl1-Noxa inh	RGS4-Gao reg	Pf gametocyte	Avidin fluor
21	Cc1cc(C(=O)CN2C(=O)NC3(CCCCC3)C2=O)c(C)n1C	?	110	8	101	22	6
22	COc1ccc(/C=C2/SC(=O)N(CCNC(=O)CC(NC(C)=O)c3ccccc3)C2=O)cc1 (stereo not given)	?	102	7	104	7	7
23	C=CCC1(CC=C)CCCN1C(=O)CC1C(=O)NCCN1Cc1cccc(OC)c1OC (stereo not given)	102	104	3	100	-9	13
24	CCOC(=O)N1CCN(C(=O)COc2ccccc2Cl)CC1	117	113	13	117	6	32
25	Cc1noc(C)c1S(=O)(=O)N1CCCC(C(=O)N2CCc3ccccc3C2)C1 (stereo not given)	102	102	12	101	·	8
26	Cc1c(Cl)cccc1NC(=S)NCC1COc2ccccc2O1 (stereo not given)	?	110	11	106	25	8
27	COc1ccccc1OCC(O)Cn1nc(C)cc1C (stereo not given)	97	104	21	103	·	24
28	COC(=O)c1cccc(NC(=O)Nc2ccc(Cl)c(Cl)c2)c1	97	98	10	97	·	7
29	COc1ccccc1OCC#CCSc1ncccn1	?	104	-8	101	·	12
30	COc1ccc(N2CCN(C(=O)CSc3nc4[nH]ncc4c(=O)n3-c3cccc4ccccc34)CC2)cc1	101	104	34	102	-25	10

item	GSH bead fluor	Mcl1-Bid inh	Mcl-1 Bim block	ABCG2 inh	ABCB1 block
21	10	-22	0	1	0.4
22	·	-11	·	·	·
23	10	-35	24	0	0.5
24	24	0	-4	11	0.9
25	22	-13	2	5	2.4
26	15	-33	-2	1	0.2
27	17	-1	-1	-1	0.2
28	26	-5	0	0	-0.5
29	15	-28	-2	6	0.8
30	15	-26	-3	5	0.6

The list goes on; the last six above are carried over.
item	canonical_smiles	RGS7-Gao reg	RGS8-Gao reg	Mcl1-Noxa inh	RGS4-Gao reg	Pf gametocyte	Avidin fluor
25	Cc1noc(C)c1S(=O)(=O)N1CCCC(C(=O)N2CCc3ccccc3C2)C1 (stereo not given)	102	102	12	101	·	8
26	Cc1c(Cl)cccc1NC(=S)NCC1COc2ccccc2O1 (stereo not given)	?	110	11	106	25	8
27	COc1ccccc1OCC(O)Cn1nc(C)cc1C (stereo not given)	97	104	21	103	·	24
28	COC(=O)c1cccc(NC(=O)Nc2ccc(Cl)c(Cl)c2)c1	97	98	10	97	·	7
29	COc1ccccc1OCC#CCSc1ncccn1	?	104	-8	101	·	12
30	COc1ccc(N2CCN(C(=O)CSc3nc4[nH]ncc4c(=O)n3-c3cccc4ccccc34)CC2)cc1	101	104	34	102	-25	10
31	Nc1nc(C2C(=O)CCCC2=O)cs1	104	104	13	106	·	6
32	O=C(O)CN1C(=O)/C(=C\c2cn(CC(=O)N3CCOCC3)c3ccccc23)SC1=S	98	104	-11	101	8	22
33	COc1ccc2cnn(CCOc3cc(C)ccc3C(C)C)c(=O)c2c1OC	93	87	10	95	2	7
34	Cc1ccc(NC(=O)c2ccc(CN3CCc4ccccc4C3)cc2)cc1	104	101	-3	101	·	18
35	CC1(C)CCCC2=C1CC1C(=O)N(c3ccccc3)C(=O)C1C2 (stereo not given)	105	105	1	96	·	7
36	Cc1cc(C(=O)N/N=C/c2cc(Br)ccc2OC(=O)c2ccccc2Cl)n[nH]1	102	101	2	103	-16	11
37	COc1ccccc1NC(=S)NC(NC(=O)CC(C)C)C(Cl)(Cl)Cl (stereo not given)	101	102	1	101	-8	11
38	Cc1cc(C(=O)CC#N)c(C)n1-c1c(C)n(C)n(-c2ccccc2)c1=O	109	108	-10	111	14	13
39	Cc1ccc(C(=O)NN2C(=O)/C(=C/c3cn(C)c4ccccc34)SC2=S)cc1	104	102	12	102	-9	17
40	N#Cc1cccc(NC(=O)COC(=O)c2ccccc2C(=O)c2ccc(Cl)c([N+](=O)[O-])c2)c1	97	97	0	96	-5	6

item	GSH bead fluor	Mcl1-Bid inh	Mcl-1 Bim block	ABCG2 inh	ABCB1 block
25	22	-13	2	5	2.4
26	15	-33	-2	1	0.2
27	17	-1	-1	-1	0.2
28	26	-5	0	0	-0.5
29	15	-28	-2	6	0.8
30	15	-26	-3	5	0.6
31	4	-30	0	1	0.0
32	9	-45	0	2	0.1
33	25	7	-3	41	10
34	34	-15	-2	47	1.0
35	75	-24	-1	4	1.9
36	22	-21	0	1	0.0
37	14	-43	-4	2	0.3
38	14	-44	-2	1	1.9
39	10	-23	0	-14	-0.8
40	10	-7	-5	-4	3.7

Next section
item	canonical_smiles	RGS7-Gao reg	RGS8-Gao reg	Mcl1-Noxa inh	RGS4-Gao reg	Pf gametocyte	Avidin fluor
41	COc1ccc(S(=O)(=O)Nc2ccc(NC(C)=O)cc2)cc1	100	103	21	100	·	8
42	CCC(C)n1c(-c2cccs2)nc2nc3ccccc3nc21 (stereo not given)	95	98	4	94	·	9
43	O=[N+]([O-])c1cccc2ccc(/C=C/c3ccc(Cl)cc3)nc12	102	101	16	105	1	9
44	O=C(c1ccc(F)cc1)N1CCCN(c2nc(-c3ccccc3)ns2)CC1	?	101	2	95	9	9
45	COc1cc(/C=N/Nc2ccc(C(=O)O)cc2)cc(OC)c1OC	?	100	1	100	4	7
46	Cc1cc2cc(CNC(=O)c3ccco3)ccc2n1C	?	98	8	103	·	8
47	Cc1ccccc1NC(=O)CNC(=O)c1ccc(C(F)(F)F)cc1	96	97	0	97	-29	10
48	C=CCNC(=O)Cc1c(OC)ccc2cc(Br)ccc12	?	101	9	99	10	11
49	Cc1c(Cl)cccc1NS(=O)(=O)c1ccc2c(c1)C1C=CCC1C(c1ccc(C(=O)O)cc1)N2 (stereo not given)	104	107	103*	105	·	7
50	O=C(CSc1ccc(-c2ccccn2)nn1)c1ccc([N+](=O)[O-])cc1	99	106	24	99	21	24

item	GSH bead fluor	Mcl1-Bid inh	Mcl-1 Bim block	ABCG2 inh	ABCB1 block
41	36	-20	0	1	-0.1
42	27	10	3	9	0.7
43	10	-11	2	4	-0.3
44	·	-46	·	·	·
45	·	-107	·	·	·
46	·	-115	·	·	·
47	11	-3	0	4	0.9
48	11	-5	0	2	0.2
49	17	100*	2	9	2.9
50	23	-18	0	0	-0.2

Remaining list, next part:
item	canonical_smiles	RGS7-Gao reg	RGS8-Gao reg	Mcl1-Noxa inh	RGS4-Gao reg	Pf gametocyte	Avidin fluor
51	Cc1ccc2cc3cc(C(=O)NCCCN4CCCCCC4)oc3nc2c1	100	99	11	99	·	35
52	O=C(NCc1cccnc1)NC1CC(=O)N(c2ccc3c(c2)OCCO3)C1 (stereo not given)	96	100	4	100	9	23
53	CC(C)N1CCCC(CNC(=O)CCc2nnc(CCCCc3ccccc3)o2)C1 (stereo not given)	99	99	5	102	·	9
54	CCCCCC1CC(CC(=O)NC(=S)Nc2ccc([N+](=O)[O-])cc2)C(=O)O1 (stereo not given)	99	100	-1	101	·	20
55	CCN(CC)CCOC(=O)c1ccc(NC(=O)C(C)NC(=O)C23CC4CC(CC(C4)C2)C3)cc1 (stereo not given)	103	100	8	104	-152	12
56	COCCOC(=O)c1c(NC(=O)CN2CCOCC2)sc(C(N)=O)c1C	92	91	-16	89	-42	8
57	CC1CCN(C(=S)c2cccc([N+](=O)[O-])c2)CC1	?	98	6	99	-17	9

item	GSH bead fluor	Mcl1-Bid inh	Mcl-1 Bim block	ABCG2 inh	ABCB1 block
51	11	3	-1	1	0.3
52	7	-44	0	1	0.1
53	14	-33	0	2	0.2
54	24	1	-5	2	0.3
55	16	-2	-4	5	0.4
56	22	-16	-1	4	0.4
57	18	-29	0	0	-0.4
